# Compound activity from PubChem BioAssay.
# ELG1 genotoxic: induces genotoxicity in HEK293T cells with luciferase-tagged ELG1 | HEK293T ELG1-luciferase reporter, luminescence, 16 h | Potency, µM (series often up to 46 µM), inactives show at the highest dose activity change, positive = activation, most hits filed as activators | 330,000 compounds, 1.3% hits; also: potency is read from the fitted curve at half-maximal effect; % of control where 0% means no effect; nearly all actives have a fitted effect of over 60% in size
#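 Quantitative HTS format in 1536-well plates. HEK293T ELG1-luciferase reporter cells receive test compound and are incubated 16 hr at 37 °C, 5% CO2; ONE-Glo added, 30 min room temperature, then luminescence read.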
# ASM inhibitor: inhibitors of human secretory acid sphingomyelinase. 340,000 compounds, 0.006% hits. placental ASM, HMU-PC fluorogenic substrate, 60 min. Potency, µM (top dose mostly 57.5 µM), inactives show at the top dose activity change, negative = inhibition, most hits filed as inhibitors. P17405; also: potency is read from the fitted curve at half-maximal effect
# Target sequence (P17405 47-631 limits assumed): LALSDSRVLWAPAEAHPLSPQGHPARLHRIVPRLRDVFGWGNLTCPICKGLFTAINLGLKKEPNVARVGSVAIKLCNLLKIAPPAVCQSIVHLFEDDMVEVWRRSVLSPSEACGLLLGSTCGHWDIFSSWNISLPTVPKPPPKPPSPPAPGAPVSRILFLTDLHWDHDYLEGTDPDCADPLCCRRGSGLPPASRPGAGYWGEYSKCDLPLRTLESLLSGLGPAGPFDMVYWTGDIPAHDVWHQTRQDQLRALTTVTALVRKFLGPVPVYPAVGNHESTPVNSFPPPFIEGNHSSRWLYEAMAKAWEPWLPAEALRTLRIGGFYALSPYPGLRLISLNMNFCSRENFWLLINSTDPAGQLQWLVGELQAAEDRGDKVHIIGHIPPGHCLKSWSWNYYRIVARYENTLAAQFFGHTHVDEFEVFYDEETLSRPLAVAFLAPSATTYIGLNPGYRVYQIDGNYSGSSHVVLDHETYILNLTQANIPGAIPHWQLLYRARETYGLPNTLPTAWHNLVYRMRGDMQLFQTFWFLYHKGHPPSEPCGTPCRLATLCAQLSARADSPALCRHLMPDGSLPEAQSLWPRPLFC
#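 Human placenta-derived ASM enzyme was preincubated with compound for 10 minutes at room temperature, then given fluorogenic substrate HMU-PC0 (9 uM final) for 60 minutes at 37 °C; a pH 10 stop preceded fluorescence reading at Ex 386/Em 447 nm.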
# USP2a block: USP2a (human) protease inhibition. O75604. USP2 core, Ub-CHOP2 coupled fluorogenic reporter, 485/531. Potency, µM (doses to about 38.3 µM), for the others: at the highest dose activity change, negative = inhibition, usual class: inhibitors. 330,000 compounds, 0.01% hits;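 also: potency is read from the fitted curve at half-maximal effect; plate controls were DMSO wells for no effect and full inhibition by NEM control for full effect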
#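 USP2 core (10nM final) preincubated 30min RT with compound in 20mM Tris-HCl pH 8.0, 2mM CaCl2, 2mM beta-mercaptoethanol, 0.05% CHAPS; 25nM Ub-CHOP2 plus 25nM reporter substrate added, fluorescence (Ex485/Em531) read after 60min.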
# Eya2 inh: inhibitors of human Eya2 phosphatase activity | 330,000 compounds, 0.006% hits | AID 488837 | Potency, µM (series often up to 76.9 µM), inactives show at the top dose activity, negative = inhibition, usual class: inhibitors | recombinant Eya2, OMFP fluorescence dephosphorylation (OMFP is methylfluorescein phosphate); also: potency is read from the fitted curve at half-maximal effect; % is scaled to controls: 0 for no effect and ±100 for the full control effect
#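 Eya2 protein (added as 0.2 uM solution) was preincubated with compound for 10 min at ambient temperature in 50 mM HEPES pH 7.5, 50 mM NaCl, 5 uM MgCl2, 0.05% BSA, 1 mM DTT. OMFP (added at 50 uM) then reacted 10 min; fluorescence read at 485/525 nm.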
# p53 reactivation: mutant p53 re-activation in reporter cells. H1299 p53-A138V BP100-luciferase reporter, luminescence, 24 h. Potency, µM (top dose mostly 92.2 µM), inactives show at the highest dose activity change, positive = activation, most hits filed as activators. 320,000 compounds, 0.063% hits; also: potency is read from the fitted curve at half-maximal effect; % of control where 0% means no effect; nearly all actives have a fitted effect of over 45% in size
#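 p53-null H1299 cells stably carrying temperature-sensitive p53-A138V and a BP100-luciferase reporter were pinned with compounds (4-point, 1:5 series) and held 24 hrs at 37 deg C. Luminescence was read 10 min after detection reagent.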
# a7 integrin act: activators of alpha7 integrin expression for muscular dystrophy. AID 624291. alpha7betagal myoblasts, beta-gal FDG fluorescence, 48 h. 350,000 compounds, 0.064% hits. Potency, µM (series often up to 38.3 µM), inactives show top-dose activation, actives largely listed as activators;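 also: potency is read from the fitted curve at half-maximal effect; 100% = response of the positive control SU9516; nearly all actives have a fitted effect of over 60% in size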
#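 alpha7betagal+/- myoblasts (passage 13, 250/well) treated 48 h at 37C with compounds at 1:260 dilution of DMSO stock. Lysed, then beta-galactosidase activity read as FDG fluorescence (ex 480/em 540) after 30 min, with pre-read for autofluorescence.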
# TSG101-PTAP inh: blocks PTAP/TSG101 interaction to inhibit HIV-1 budding; Q99816; Fluorescence polarization, FITC-PTAP peptide / Tsg101 binding; Potency, µM (titrated, usually from 115 µM), for the others: top-dose activity change, negative = inhibition, hits mostly inhibitors; 340,000 tested, under 10 active; AID 493005; active = well fitted inhibition curve with a large enough effect in the main read-out, with a control signal flat, not every such curve was filed as active; inconclusive = small, poorly fitted or top-dose-only effect, or effect the other way, or a change in a side signal; inactive = no such curve, though single readings can be large or run the other way; also: potency is read from the fitted curve at half-maximal effect; % of control where 0% means no effect
# Target sequence (Q99816 whole entry, looked up): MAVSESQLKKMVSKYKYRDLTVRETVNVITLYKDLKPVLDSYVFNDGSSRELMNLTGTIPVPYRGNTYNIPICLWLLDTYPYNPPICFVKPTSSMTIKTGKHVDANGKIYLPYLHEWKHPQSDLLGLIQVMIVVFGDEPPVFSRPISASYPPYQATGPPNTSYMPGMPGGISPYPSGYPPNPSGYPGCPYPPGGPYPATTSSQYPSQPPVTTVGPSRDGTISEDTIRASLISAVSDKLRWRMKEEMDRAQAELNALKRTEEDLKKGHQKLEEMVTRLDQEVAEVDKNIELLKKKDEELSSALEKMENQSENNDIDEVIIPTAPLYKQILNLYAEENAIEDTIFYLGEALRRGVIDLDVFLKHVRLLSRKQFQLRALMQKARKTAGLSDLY
#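 Fluorescence polarization binding of Tsg101 binding domain (10 uM final) to FITC-labeled PTAP peptide (50 nM final) in HEPES pH 7.5 buffer with NaCl, Tween 20, EDTA, TCEP. Compounds added before peptide; binding 20 min at RT.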
# TRPV1 agonist: agonists of human vanilloid receptor 1 (TRPV1); Q8NER1; TRPV1-expressing cells, Fluo-8 calcium influx, agonist mode; activation, % at 8.33 µM; 320,000 compounds, 0.19% hits; AID 540275; in the data active = activation above about 80%; inconclusive = between about 30% and that limit; also: 0% is about no effect
#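 Fluo-8 calcium influx in TRPV1-expressing cells, kinetic read (ex 480/em 520 nm). Compound added and read 3 min for agonist activity, followed by capsaicin at EC20 final and 2 min further read for enhancement.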
# B2AR arrestin: recruits beta-arrestin to the human beta2-adrenergic receptor. AID 492947. Potency, µM (top dose mostly 46.1 µM), inactives show at the top dose activation, usual class: activators. P07550. 330,000 compounds, 0.02% hits. beta-arrestin recruitment to beta2AR, cell-based reporter;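 also: potency is read from the fitted curve at half-maximal effect; 0% = DMSO controls and full agonism = EC100 isoproterenol or metaproterenol; nearly all actives have a fitted effect of over 65% in size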
# BRCA1 expr up: activators of BRCA1 expression. Potency, µM (titrated, usually from 46.1 µM), inactives show at the highest dose activation, hits mostly activators. 380,000 compounds, 1.1% hits. MCF7-BRCA1-FFLuc reporter, luminescence, 48 h; response scale: scaled: vehicle 0%, 10 µM genistein 100%; also: potency is read from the fitted curve at half-maximal effect; nearly all actives have a fitted effect of over 80% in size; some results filed as inactive show a strong effect at the top dose
#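 MCF7 cells carrying a BRCA1-firefly luciferase reporter (2000 cells/well, phenol-red free MEM) were attached for 2 h at 37 °C, then given compounds for 48 h. Luminescence was read 15 min after luciferase reagent; activity normalized to genistein (10 microM) and DMSO.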
# uPA surface inh: blocks generation of uPA at the cell surface; Potency, µM (highest dose often 38.3 µM), inactives show at the top dose activity change, negative = inhibition, actives largely listed as inhibitors; 330,000 compounds, 0.31% hits; AID 540303; cell surface uPA generation assay, qHTS; active = well fitted inhibition curve with a large enough effect; inconclusive = small, poorly fitted or top-dose-only effect; inactive = no such curve, though single readings can be large or run the other way; tested in mouse RAW 264.7 cells; also: potency is read from the fitted curve at half-maximal effect; % is scaled to controls: 0 for no effect and ±100 for the full control effect; nearly all actives have a fitted effect of over 55% in size
# An asterisk follows results filed as active; ? = inconclusive; nt = no result given; & = joins results of further samples; [ ] = remark or other dose. Unless noted, calls follow the shape of the dose curve; as a rule, active = well fitted curve in the direction sought with a large enough effect; inconclusive = small, poorly fitted or top-dose-only effect, or another doubt; inactive = no such curve, though single readings can be large; an effect the other way counts as inactive or inconclusive. An unsorted share of the library. About 2.6% of those tested had a hit in this group.
SMILES,ELG1 genotoxic,ASM inhibitor,USP2a block,Eya2 inh,p53 reactivation,a7 integrin act,TSG101-PTAP inh,TRPV1 agonist,B2AR arrestin,BRCA1 expr up,uPA surface inh
Cc1ccc(-c2nc3cc(NC(=O)C(C)C)ccc3o2)cc1,?,15.0%,0.3%,-17.1%,21.7%,-1.5%,-3.4%,0.7,0.2%,9.9%,-3.1%
CCc1nnc(SCc2ccc([N+](=O)[O-])cc2)nc1CC,nt,-4.2%,nt,nt,nt,21.4%,-5.5%,nt,nt,0.0%,6.3%
CCOc1ccc(NC(=O)Cn2nnc(C(=O)NCc3cccs3)c2N)cc1,0.2%[9.26 µM],7.4%,3.3%,4.0%,9.7%,0.2%,-2.4%,8.7,-0.1%,13.0%&-0.1%,7.6%
COc1ccc(S(=O)(=O)N(C)CC(=O)NC2CC2)cc1OC,6.1%,-0.5%,3.2%,?,6.2%,-8.5%,0.3%,-0.9,-0.7%,9.9%,0.8%
COc1ccccc1NC(=O)CSCc1cc(=O)n2c(C)csc2n1,-0.1%,5.5%,0.8%,5.1%,4.1%,-7.9%,2.0%,0.6,0.4%,0.0%,0.9%
CC(C)N(Cc1ccccc1)C(=O)COC(=O)c1ccccc1SCC(=O)N1CCCC1,-7.4%,-1.6%,-1.7%,-15.4%,-3.6%,7.2%,-5.5%,-2.7,-1.0%,-26.0%,0.7%
CC1([N+](=O)[O-])COC(c2cccc3ccccc23)OC1 (stereo not drawn),nt,-3.8%,nt,nt,nt,0.6%,1.3%,nt,nt,10.5%,1.7%
CCn1c(=O)c2sccc2n2c(CCCC(=O)NCCc3ccc(S(N)(=O)=O)cc3)nnc12,6.4%[9.26 µM],5.1%,-1.2%,0.5%,-2.5%,6.5%,-1.0%,-1.7,0.2%,17.9%,0.1%
CC1CCN(c2ccc(NC(=O)c3ccc([N+](=O)[O-])o3)cc2)CC1,3.66µM*,-7.5%,-1.9%,-5.7%,-16.7%,-46.2%[inhibitor],-0.2%,?,-0.1%,-97.3%,3.16µM*
COc1ccc(N(CC(=O)NC2CCCCC2)C(=O)c2snc(C(N)=O)c2N)cc1,0.3%,107.4%[activator],2.3%,-0.9%,0.7%,-32.9%,0.4%,-1.1,-0.3%,-8.6%,-1.7%
CC(=O)c1cc(C)ccc1OC(=O)c1ccncc1,1.2%,-2.8%,0.8%,3.2%,12.5%,-3.2%,-1.5%,2.3,-4.3%,31.9%,-16.3%
Cc1ccccc1OCc1nc2ccccc2c(=O)n1NC(=O)c1ccco1,1.0%,-3.8%,2.2%,-0.6%,5.6%,-4.8%,-9.5%,5.9,-0.4%,-1.5%,5.6%
CCN(CC)CCCn1c(=S)[nH]c2ncccc2c1=O,-5.8%,12.9%,0.9%,18.0%,1.8%,3.8%,-5.3%,0.5,-0.1%,4.7%,0.2%
CCNc1nc(NCC)nc(N/N=C/c2ccccc2)n1,-2.9%,-0.8%,-0.7%,1.6%,0.7%,-24.4%,-3.2%,-2.9,-0.7%,-5.8%,-7.3%
O=C(CCn1c(=S)[nH]c2ccccc2c1=O)N1CCCCC1,4.3%,-2.4%,1.4%,3.1%,-5.9%,1.9%,-5.1%,6.4,-0.1%,9.9%,10.0%
O=C(O)C1CCCCC1C(=O)NC(c1ccccc1)c1ccccc1 (stereo not drawn),0.0%,0.8%,2.4%,8.3%,-2.6%,-30.8%,-1.5%,-1.7,-1.0%,0.0%,-1.3%
O=C1CC(c2ccccc2)n2nc(NC(=O)c3ccccc3)nc2N1 (stereo not drawn),-4.8%,3.0%,-0.4%,-10.9%,-5.4%,18.2%,-0.3%,-2.0,-0.2%,-1.9%[1.84 µM],3.7%
COc1ccccc1-c1nc2n(n1)C(c1cccs1)C(C(=O)Nc1cccnc1)=C(C)N2 (stereo not drawn),-12.7%,-0.6%,1.0%,2.0%,13.4%,-11.8%[7.66 µM],-10.5%,0.0,0.1%,-2.4%,2.9%
Cc1ncc(CO)c(/C=N/NC(=O)c2cc(Br)ccc2O)c1O,?,-1.4%,-1.1%,0.7%,29.0%,4.5%,-4.7%,-9.9,0.1%,-60.7%,-7.3%

# Three structures from above, sorted by number of heavy atoms, high to low:
SMILES,ELG1 genotoxic,ASM inhibitor,USP2a block,Eya2 inh,p53 reactivation,a7 integrin act,TSG101-PTAP inh,TRPV1 agonist,B2AR arrestin,BRCA1 expr up,uPA surface inh
COc1ccccc1-c1nc2n(n1)C(c1cccs1)C(C(=O)Nc1cccnc1)=C(C)N2 (stereo not drawn),-12.7%,-0.6%,1.0%,2.0%,13.4%,-11.8%[7.66 µM],-10.5%,0.0,0.1%,-2.4%,2.9%
Cc1ccccc1OCc1nc2ccccc2c(=O)n1NC(=O)c1ccco1,1.0%,-3.8%,2.2%,-0.6%,5.6%,-4.8%,-9.5%,5.9,-0.4%,-1.5%,5.6%
O=C1CC(c2ccccc2)n2nc(NC(=O)c3ccccc3)nc2N1 (stereo not drawn),-4.8%,3.0%,-0.4%,-10.9%,-5.4%,18.2%,-0.3%,-2.0,-0.2%,-1.9%[1.84 µM],3.7%

# One compound at a time, from the list above. Values in the order: ELG1 genotoxic | ASM inhibitor | USP2a block | Eya2 inh | p53 reactivation | a7 integrin act | TSG101-PTAP inh | TRPV1 agonist | B2AR arrestin | BRCA1 expr up | uPA surface inh
# `CC(C)N(Cc1ccccc1)C(=O)COC(=O)c1ccccc1SCC(=O)N1CCCC1` is listed as -7.4% | -1.6% | -1.7% | -15.4% | -3.6% | 7.2% | -5.5% | -2.7 | -1.0% | -26.0% | 0.7%
# `CCn1c(=O)c2sccc2n2c(CCCC(=O)NCCc3ccc(S(N)(=O)=O)cc3)nnc12` is listed as 6.4%[9.26 µM] | 5.1% | -1.2% | 0.5% | -2.5% | 6.5% | -1.0% | -1.7 | 0.2% | 17.9% | 0.1%
# `COc1ccc(N(CC(=O)NC2CCCCC2)C(=O)c2snc(C(N)=O)c2N)cc1` is listed as 0.3% | 107.4%[activator] | 2.3% | -0.9% | 0.7% | -32.9% | 0.4% | -1.1 | -0.3% | -8.6% | -1.7%
# `Cc1ncc(CO)c(/C=N/NC(=O)c2cc(Br)ccc2O)c1O` is listed as ? | -1.4% | -1.1% | 0.7% | 29.0% | 4.5% | -4.7% | -9.9 | 0.1% | -60.7% | -7.3%
# `O=C(CCn1c(=S)[nH]c2ccccc2c1=O)N1CCCCC1` is listed as 4.3% | -2.4% | 1.4% | 3.1% | -5.9% | 1.9% | -5.1% | 6.4 | -0.1% | 9.9% | 10.0%
